PPARg SRC1 recr – PPARgamma agonists recruiting SRC-1 coactivator, primary screen, biochemical. PPARgamma-SRC-1 coactivator recruitment biochemical assay. activation, % at 8 µM. 0.41% of 200,000 active. AID 631, 2007; in the data active = activation above about 19%;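 note: 0% = DMSO and 100% = reference agonist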
Target sequence (P37231 whole entry, looked up): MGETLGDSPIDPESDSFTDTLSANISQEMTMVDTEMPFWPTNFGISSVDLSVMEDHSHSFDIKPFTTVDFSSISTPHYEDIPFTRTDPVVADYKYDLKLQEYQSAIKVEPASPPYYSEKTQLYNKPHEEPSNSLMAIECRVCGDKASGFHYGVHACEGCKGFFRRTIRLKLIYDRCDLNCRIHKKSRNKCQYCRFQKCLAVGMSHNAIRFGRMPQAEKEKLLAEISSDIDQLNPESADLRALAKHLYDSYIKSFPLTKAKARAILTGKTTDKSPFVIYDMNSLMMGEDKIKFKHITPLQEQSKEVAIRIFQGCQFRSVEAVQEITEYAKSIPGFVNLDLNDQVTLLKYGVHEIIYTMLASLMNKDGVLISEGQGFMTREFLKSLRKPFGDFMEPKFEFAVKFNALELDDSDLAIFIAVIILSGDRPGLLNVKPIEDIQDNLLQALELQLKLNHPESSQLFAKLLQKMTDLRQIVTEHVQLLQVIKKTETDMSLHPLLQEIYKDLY
bIAP inh – bovine intestinal alkaline phosphatase inhibitors, primary screen, selectivity assay for TNAP inhibitor project, biochemical, bovine IAP, CDP-star luminescence | inhibition, % at 20 µM | 190,000 tested, under 10 active | purified bovine IAP, 30 min;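 active = over 50% inhibition of intestinal alkaline phosphatase at 20 µM in the single-dose screen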
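Assay system – bovine IAP enzyme · Quantity – bovine IAP at 1/65,000,000 final dilution · Detection – CDP-star luminescence signal · Times – 30 min reaction at room temperature · Also added – CDP-star substrate at 30 µM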
TNAP inh no acc – human TNAP enzyme inhibitors, primary screen, biochemical, luminescent, no phosphate acceptor, uHTS; Alkaline phosphatase, tissue-nonspecific isozyme (Homo sapiens), P05186; purified TNAP, CDP-star luminescence, 30 min; inhibition, % at 20 µM; 0.26% of 200,000 active;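 active = tissue-nonspecific alkaline phosphatase inhibition above about 50% at 20 µM in the single-dose screen, limit read from the data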;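 note: 0% = DMSO negative control and 100% = EDTA positive control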
Target sequence (P05186 whole entry, looked up): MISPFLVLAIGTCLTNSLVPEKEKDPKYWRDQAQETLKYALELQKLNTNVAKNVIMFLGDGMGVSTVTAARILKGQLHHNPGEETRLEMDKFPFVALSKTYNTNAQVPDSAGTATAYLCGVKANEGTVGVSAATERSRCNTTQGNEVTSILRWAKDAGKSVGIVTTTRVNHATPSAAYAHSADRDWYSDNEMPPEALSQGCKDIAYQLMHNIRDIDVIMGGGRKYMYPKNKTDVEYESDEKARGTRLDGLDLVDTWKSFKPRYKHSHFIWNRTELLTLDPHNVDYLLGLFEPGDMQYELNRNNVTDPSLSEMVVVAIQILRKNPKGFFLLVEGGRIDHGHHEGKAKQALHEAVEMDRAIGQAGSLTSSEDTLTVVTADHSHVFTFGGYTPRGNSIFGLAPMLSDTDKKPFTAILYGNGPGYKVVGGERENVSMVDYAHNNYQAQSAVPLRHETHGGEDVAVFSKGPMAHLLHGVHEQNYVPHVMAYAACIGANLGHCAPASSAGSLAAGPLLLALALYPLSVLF
PPARg SRC2 recr – agonists of PPARg-SRC-2 recruitment, primary screen, biochemical, HTS; Peroxisome proliferator-activated receptor gamma (Homo sapiens), P37231; PPARgamma LBD-SRC-2 recruitment; activation, % at 8 µM; 0.34% of 200,000 active; AID 1032, 2008; in the data active = activation above about 22%;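 note: 0% = vehicle and 100% = reference agonist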
TR-FRET SRC-2 ct – TR-FRET signal artefacts, primary screen, artefact control for PPARgamma SRC-2 agonist project, biochemical. TR-FRET artefact counter-screen; active compounds read high. AID 1049, 2008. TR-FRET ratio at 8 µM. 0.4% of 200,000 active; in the data active = TR-FRET ratio above about 2000; note: inactives centre near 1500
TNAP act hi DEA – TNAP activators at high phosphate acceptor level, primary screen, biochemical, luminescence, uHTS. purified TNAP, CDP-star luminescence, 1 M DEA, 30 min; active compounds read high; 0 = EDTA background, 1 = DMSO-only activity. Alkaline phosphatase, tissue-nonspecific isozyme (Homo sapiens), P05186. activation factor at 20 µM. 200,000 tested, under 10 active;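 active = activation factor at least 2 at 20 µM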
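Control set: EDTA negative control, DMSO positive control / Assay system: human TNAP / Quantity: TNAP 1/800 final / Evaluation: TNAP activation factor scaled between EDTA and DMSO control wells / Measured by: luminescent substrate turnover signal / Compound dosing: one dose, 20 µM / Times: 30 min enzyme reaction at room temperature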
bIAP act – bovine intestinal alkaline phosphatase activators, primary screen, biochemical, bovine IAP, CDP-star luminescence; purified bovine IAP, 30 min; active compounds read high; fold of DMSO-control signal, blank-subtracted; activation factor at 20 µM; 0.17% of 200,000 active;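 active = activation factor of 2 or more at 20 µM, a signal rise over negative controls twice the positive control's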
TNAP inh hiacc – human TNAP enzyme inhibitors, primary screen, biochemical, luminescent, high phosphate acceptor level, uHTS; purified TNAP, CDP-star luminescence, 1 M DEA; Alkaline phosphatase, tissue-nonspecific isozyme (Homo sapiens), P05186; inhibition, % at 20 µM; AID 1135, 2008; 0.03% of 200,000 active;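 active = over 50% inhibition of tissue-nonspecific alkaline phosphatase at 20 µM in the single-dose screen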;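 note: plate controls were DMSO wells for no effect and EDTA-quenched wells as full inhibition for full effect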
HMGR II inh – inhibitors of E. faecalis class II HMGR, primary screen, biochemical, Enterococcus faecalis; HMG-CoA reductase (Enterococcus faecalis, mvaE); purified E. faecalis HMGR, NADPH absorbance 340 nm kinetic; inhibition, % at 10 µM; 0.41% of 190,000 active;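 active = inhibition above a set limit, the median over all tested compounds plus 3 SD, cut at about 9.5% in these data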;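 note: enzyme runs in reverse so mevalonate oxidation gives rising NADPH absorbance; 0% = complete reaction with DMSO and 100% = background rate lacking mevalonate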
PPARg SRC-3 ag – PPARgamma agonists recruiting SRC-3 coactivator, primary screen, biochemical | AID 731, 2007 | activation, % at 8 µM | 0.26% of 200,000 active | biochemical PPARgamma/SRC-3 coactivator recruitment assay; in the data active = activation above about 23%;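 note: 0% = DMSO and 100% = reference agonist; some compounds past the cut are filed as inactive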
* hit, by the source's call; x = not tested or not shown.

SMILES | PPARg SRC1 recr | bIAP inh | TNAP inh no acc | PPARg SRC2 recr | TR-FRET SRC-2 ct | TNAP act hi DEA | bIAP act | TNAP inh hiacc | HMGR II inh | PPARg SRC-3 ag
COc1ccc(N2C(=O)CC(NNc3ncc(Cl)cc3Cl)C2=O)cc1 (centres undefined) | 1 | -18 | -38 | -6 | 1473 | 1 | 1.2 | 1 | 0 | 6
O=C(Nc1cc(Cl)cc(Cl)c1)c1cccc(OC(F)F)c1 | -4 | x | -5 | 7 | 1470 | 1 | 0.5 | -3 | -9 | -5
Cc1ccc(Nc2c(F)c(F)c(F)c(F)c2C(=O)O)c(C)c1 | 6 | 1 | -9 | 5 | 1489 | 1 | 1 | 0 | -1 | -4
CSc1ccccc1C(=O)NCc1ccccc1C | -5 | 7 | -12 | 13 | 1509 | 1.1 | 0.9 | -7 | -1 | -1
CN1CCN(C(=O)c2ccccc2NC(=O)C(C)(C)C)CC1 | 4 | -8 | -5 | 2 | 1658 | 1 | 1.1 | 2 | -4 | 1
C=CCNC(=O)/C(C#N)=C/c1ccc2c(c1)OCCO2 | 11 | 3 | -6 | 0 | 1695 | 1 | 1 | -1 | -3 | 8
NC(=O)CSc1nnc(-c2ccc(O)cc2)n1Cc1ccco1 | 5 | 9 | -5 | 6 | 1715 | 1 | 0.9 | -3 | -3 | -6
COc1cc(C=O)ccc1Oc1nnnn1-c1ccc(C(N)=O)cc1 | 2 | 0 | -4 | 6 | 1612 | 1.1 | 1 | -7 | 1 | -1
O=C(CSc1nc2ccccc2n1CC(=O)N1CCCC1)Nc1nccs1 | -3 | -6 | -8 | -1 | 1409 | 1.1 | 1.1 | -6 | -1 | -3
Cc1ccc(-n2c(C)cc(C(=S)N3CCOCC3)c2C)cc1C | -7 | -1 | 4 | 5 | 1443 | 1 | 1 | 0 | 3 | -6
N#Cc1cccc(NC(=O)c2ccccc2C(=O)O)c1 | 12 | -2 | -11 | 5 | 1527 | 1.1 | 1 | -6 | -5 | 16
Cc1ccc2c(c1)CCCN2C(=O)c1ccc2c(c1)OCO2 | -3 | 11 | -14 | 12 | 1681 | 1 | 0.9 | -2 | -6 | 1
C#CCNC(=O)C1=C[C@H](c2ccccc2)[C@@H](CCCO)[C@H](OCC)O1 | -2 | 2 | -9 | 0 | 1339 | 1 | 1 | -4 | 3 | 1
Clc1ccc(-n2ncc3c(N4CCCC4)ncnc32)cc1 | -2 | 3 | -6 | -4 | 1443 | 1 | 1 | 0 | -4 | 0
CCCN1C(=O)/C(=C/c2nc3ccccc3c(=O)[nH]2)c2ccccc21 | 8 | 3 | -5 | 2 | 1540 | 1 | 1 | 3 | 2 | -1
Cc1cc(C)c(NS(=O)(=O)c2ccc(NC(=O)c3cccs3)cc2)c(C)c1 | 6 | 1 | 15 | 5 | 1563 | 1 | 1 | -1 | -4 | -1
CC1CCN(S(=O)(=O)c2ccccc2[N+](=O)[O-])CC1 | 3 | 4 | -8 | 6 | 1447 | 1 | 1 | -1 | 0 | -3
Cc1ncccc1C(=O)N1CCCC(CNC(=O)c2ccc(-c3ccccc3)cc2)C1 (centres undefined) | 8 | -25 | -24 | -4 | 1289 | 1.1 | 1.2 | -11 | -5 | -1
CC(C)(C)C(=O)[C@@H]1[C@@H]2C(=O)N(C3CCCCC3)C(=O)[C@@H]2[C@H]2c3ccccc3C=CN12 | 2 | -3 | 16 | 15 | 1633 | 1.1 | 1 | -9 | x | 5
COCCNCC(=O)Nc1nc(C)cs1 | 19 | -40 | -7 | 5 | 1660 | 1 | 1.4 | -3 | -3 | 0
Cc1c(NC(=O)CCN2C(=O)c3ccccc3C2=O)c(=O)n(-c2ccccc2)n1C | 5 | 3 | 2 | 0 | 1417 | 1.1 | 1 | -7 | -6 | -6
CCOC(=O)c1sc2nc(C)nc(SCC(N)=O)c2c1C | 3 | 1 | -10 | 12 | 1559 | 1 | 1 | -3 | -3 | 1
COc1ccc(-c2cc3nc(C)c(CCC(=O)N4CCN(c5ccccn5)CC4)c(C)n3n2)c(OC)c1 | 0 | -8 | 4 | 4 | 1433 | 1 | 1.1 | 0 | 4 | -2
O=C1OC(Nc2ncccn2)c2ccccc21 (centres undefined) | -4 | 9 | -2 | -1 | 1413 | 1 | 0.9 | 0 | -4 | -5
COC(=O)c1ccc(C2C(C(=O)Nc3ccccc3C)=C(C)Nc3ncnn32)cc1 (centres undefined) | -2 | -4 | 8 | 1 | 1488 | 1 | 1 | -2 | 2 | 0
O=C(Nc1ccc2oc(-c3ccc(Cl)c(Cl)c3)nc2c1)c1ncn[nH]1 | 5 | -36 | -91 | -3 | 1366 | 1 | 1.4 | -5 | -6 | 3
COc1cc(CNCCNC(=O)c2cccs2)cc(OC)c1OC | -3 | 0 | 6 | 3 | 1416 | 1 | 1 | 1 | 1 | 8
COc1cccc(NC(=O)Nc2ccncc2)c1 | 10 | -6 | -10 | 5 | 1597 | 1 | 1.1 | 1 | -6 | 4
O=C(Oc1c(Cl)cc(Cl)c2cccnc12)c1ccco1 | 1 | -31 | -18 | 4 | 1555 | 1.1 | 1.3 | -7 | -2 | 8
CCCC(=O)Nc1nnc(CCOC)s1 | 1 | 3 | -2 | 0 | 1656 | 1 | 1 | 0 | 0 | 3

A draw from above in order of SMILES length, smallest number first:
SMILES | PPARg SRC1 recr | bIAP inh | TNAP inh no acc | PPARg SRC2 recr | TR-FRET SRC-2 ct | TNAP act hi DEA | bIAP act | TNAP inh hiacc | HMGR II inh | PPARg SRC-3 ag
CCCC(=O)Nc1nnc(CCOC)s1 | 1 | 3 | -2 | 0 | 1656 | 1 | 1 | 0 | 0 | 3
O=C1OC(Nc2ncccn2)c2ccccc21 (centres undefined) | -4 | 9 | -2 | -1 | 1413 | 1 | 0.9 | 0 | -4 | -5
COc1cccc(NC(=O)Nc2ccncc2)c1 | 10 | -6 | -10 | 5 | 1597 | 1 | 1.1 | 1 | -6 | 4
O=C(Oc1c(Cl)cc(Cl)c2cccnc12)c1ccco1 | 1 | -31 | -18 | 4 | 1555 | 1.1 | 1.3 | -7 | -2 | 8
CC1CCN(S(=O)(=O)c2ccccc2[N+](=O)[O-])CC1 | 3 | 4 | -8 | 6 | 1447 | 1 | 1 | -1 | 0 | -3
O=C(Nc1ccc2oc(-c3ccc(Cl)c(Cl)c3)nc2c1)c1ncn[nH]1 | 5 | -36 | -91 | -3 | 1366 | 1 | 1.4 | -5 | -6 | 3
Cc1ncccc1C(=O)N1CCCC(CNC(=O)c2ccc(-c3ccccc3)cc2)C1 (centres undefined) | 8 | -25 | -24 | -4 | 1289 | 1.1 | 1.2 | -11 | -5 | -1
Cc1c(NC(=O)CCN2C(=O)c3ccccc3C2=O)c(=O)n(-c2ccccc2)n1C | 5 | 3 | 2 | 0 | 1417 | 1.1 | 1 | -7 | -6 | -6
COc1ccc(-c2cc3nc(C)c(CCC(=O)N4CCN(c5ccccn5)CC4)c(C)n3n2)c(OC)c1 | 0 | -8 | 4 | 4 | 1433 | 1 | 1.1 | 0 | 4 | -2

The list continues.
SMILES | PPARg SRC1 recr | bIAP inh | TNAP inh no acc | PPARg SRC2 recr | TR-FRET SRC-2 ct | TNAP act hi DEA | bIAP act | TNAP inh hiacc | HMGR II inh | PPARg SRC-3 ag
CCCC(=O)NC1C2CC3CC(C2)CC1C3 (centres undefined) | -3 | 15 | -10 | 0 | 1483 | 1.1 | 0.9 | -6 | 3 | 0
NC(=O)c1c(NC(=O)CSc2nnc(-c3ccco3)n2N)sc2c1CCCC2 | -3 | -2 | 15 | 0 | 1590 | 1 | 1 | 3 | -2 | -6
O=C(Nc1ccc(C(=O)N2CCOCC2)cc1)c1cc(-c2cccnc2)nc2ccc(Cl)cc12 | 5 | -8 | 0 | 4 | 1523 | 1 | 1.1 | -2 | 0 | 3
CCc1nnc(NC(=O)c2ccc3c(c2)C(=O)N(CC)C3=O)s1 | -3 | x | x | -2 | 1511 | x | x | x | 5 | 0
O=C(NCCCn1ccnc1)c1ccc(N2CCCCC2)c([N+](=O)[O-])c1 | 3 | 26 | 26 | 17 | 1828 | 0.8 | 0.7 | 22 | 3 | 2
O=C(C/C(=N\NC(=O)c1ccccc1Br)C(F)(F)F)c1cccs1 | 3 | 6 | 4 | -2 | 1416 | 0.9 | 0.9 | 5 | -1 | -2
O=C1N(Cc2cccc(Cl)c2)C[C@@H]2C[C@@H](c3c[nH]c4ccccc34)N3CCC[C@@]123 | 8 | -13 | -14 | 0 | 1552 | 1 | 1.1 | -2 | -2 | 1
COc1cc(NC(=O)Cn2nc(C(F)(F)F)c(Br)c2C)cc([N+](=O)[O-])c1 | 5 | -11 | -16 | 6 | 1667 | 1 | 1.1 | -3 | -4 | 1
Cc1ccccc1CSCC(=O)c1c(N)n(C)c(=O)n(C)c1=O | 1 | 11 | -11 | 0 | 1671 | 1 | 0.9 | -1 | -2 | 7
Cc1cccc(NC(=O)CN2C(=O)C(C)Oc3ccccc32)n1 (centres undefined) | -2 | 8 | -9 | 9 | 1633 | 1.1 | 0.9 | -6 | 0 | -3
CCOC(=O)C(C)Sc1nnc(CNC(=O)c2ccc(OC)cc2)n1C1CCCCC1 (centres undefined) | 3 | -10 | -4 | 0 | 1439 | 1 | 1.1 | -5 | 0 | 0
Cn1cnnc1SCC(=O)N1CCN(C(=O)c2ccco2)CC1 | 6 | 20 | -5 | 6 | 1679 | 1 | 0.8 | 0 | 2 | 0
Cc1ccc(Nc2ccc(C(N)=O)cc2[N+](=O)[O-])cc1C | -2 | 10 | 12 | 14 | 1643 | 0.9 | 0.9 | 10 | -2 | 3
CC(C)NC(=O)CN1CCN(c2ncccn2)CC1 | -8 | 4 | -12 | 0 | 1334 | 1 | 1 | -2 | -8 | -9
O=[N+]([O-])c1ccc(-c2cnc(SCc3ccccc3Cl)[nH]2)cc1 | -3 | 15 | -3 | -1 | 1659 | 1 | 0.9 | -1 | -7 | 1
Cn1c(=O)c2[nH]c(CN(Cc3ccccc3)Cc3ccccc3)nc2n(C)c1=O | -4 | 3 | -9 | 5 | 1469 | 1.1 | 1 | -6 | -2 | -4
COc1ccc(C[C@H]2CN3C(=NC[C@@H]3Cc3ccccc3)N2CCNC(=O)CCC2CCCCC2)cc1 | 2 | -105 | -19 | -5 | 1600 | 1.2 | 2.1* | -15 | 0 | -1
O=C(COc1ccccc1Cl)Nc1cc(Cl)ccc1Oc1ccccc1 | -2 | 11 | -5 | -1 | 1556 | 1 | 0.9 | 3 | -10 | -4
C(/C=C/C=C/Nc1ccccc1)=Nc1ccccc1 | 1 | 46 | -7 | 17 | 1757 | 1 | 0.5 | -3 | -7 | 9

Assay outcomes: PubChem BioAssay, several laboratories
